Screening data as filed in PubChem.
PME-1 inh: PME-1 (human) inhibition; inhibition, % at 5.9 µM; hit rate 0.53% among 320,000; Q9Y570; recombinant PME-1, FP-Rh probe fluorescence polarization;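 active = inhibition above the campaign mean of all compounds plus 3 SD, cut at about 26% in these data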;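 note: competitive labeling of PME-1 active site by serine hydrolase directed probe; 0% = PME-1 with DMSO and 100% = wells lacking PME-1 enzyme; inhibitors block probe labeling so polarization falls and inhibition rises; many of its hits are not listed in these tables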
PAFAH1B2 inh: blocks human PAF acetylhydrolase 1b catalytic subunit 2; P68402; recombinant PAFAH1B2, FP-rhodamine activity probe, fluorescence polarization; inhibition, % at 3.39 µM; hit rate 1.2% among 340,000;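 active = inhibition above the mean of all tested compounds plus 3 SD, cut at about 24% in these data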;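 note: 0% = enzyme with DMSO and 100% = wells lacking PAFAH1B2; many of its hits are not listed in these tables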
LYPLA1 counter: LYPLA1 (human) inhibition in PME1 counter-screen; O75608; recombinant LYPLA1, FP-Rh probe fluorescence polarization; inhibition, % at 5.9 µM; hit rate 0.16% among 320,000;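 active = inhibition above the mean of all tested compounds plus 3 SD, set per campaign, cut at about 14% in these data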;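 note: inhibitors block serine hydrolase probe labeling of LYPLA1 so polarization falls; 0% = enzyme with DMSO and 100% = wells lacking LYPLA1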
PAD4 inh: PAD4 (human) enzyme inhibition; Q9UM07; recombinant PAD4, RCA probe fluorescence polarization; inhibition, % at 6.36 µM; hit rate 0.41% among 330,000; AID 485272;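 active = percent inhibition above a cutoff equal to the mean of all tested compounds plus 3 SD, cut at about 15% in these data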;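 note: 0% = PAD4 with RCA probe and DMSO and 100% = probe without PAD4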
Target sequence (Q9UM07 whole entry, looked up): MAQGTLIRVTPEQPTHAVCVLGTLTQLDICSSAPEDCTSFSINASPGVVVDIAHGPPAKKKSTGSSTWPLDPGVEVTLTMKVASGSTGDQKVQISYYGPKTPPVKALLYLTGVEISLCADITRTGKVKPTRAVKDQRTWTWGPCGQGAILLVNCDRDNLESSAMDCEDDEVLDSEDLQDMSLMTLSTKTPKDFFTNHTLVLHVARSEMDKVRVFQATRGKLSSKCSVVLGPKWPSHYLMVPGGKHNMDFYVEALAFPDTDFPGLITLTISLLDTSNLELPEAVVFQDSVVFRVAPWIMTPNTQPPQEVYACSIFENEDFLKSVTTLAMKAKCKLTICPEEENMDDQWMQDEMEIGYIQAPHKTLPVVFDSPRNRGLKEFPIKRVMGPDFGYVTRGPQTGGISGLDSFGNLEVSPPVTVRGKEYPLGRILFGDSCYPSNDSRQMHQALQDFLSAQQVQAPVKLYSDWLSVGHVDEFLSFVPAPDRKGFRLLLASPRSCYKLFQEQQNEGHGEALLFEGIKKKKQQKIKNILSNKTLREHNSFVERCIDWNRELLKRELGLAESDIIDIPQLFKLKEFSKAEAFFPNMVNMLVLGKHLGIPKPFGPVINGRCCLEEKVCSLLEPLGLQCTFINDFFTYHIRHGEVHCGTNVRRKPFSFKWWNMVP
pPAFAH inh: inhibitors of human plasma PAF acetylhydrolase (pPAFAH). Q13093. recombinant pPAFAH, FP-rhodamine probe fluorescence polarization. inhibition, % at 3.39 µM. hit rate 1.5% among 330,000. AID 463082;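 active = inhibition above the mean inhibition across the screen plus 3 SD, cut at about 25% in these data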;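 note: inhibitors block binding of the rhodamine activity-based probe so polarization drops; 0% = enzyme with DMSO and 100% = wells lacking pPAFAH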
Target sequence (Q13093 whole entry, looked up): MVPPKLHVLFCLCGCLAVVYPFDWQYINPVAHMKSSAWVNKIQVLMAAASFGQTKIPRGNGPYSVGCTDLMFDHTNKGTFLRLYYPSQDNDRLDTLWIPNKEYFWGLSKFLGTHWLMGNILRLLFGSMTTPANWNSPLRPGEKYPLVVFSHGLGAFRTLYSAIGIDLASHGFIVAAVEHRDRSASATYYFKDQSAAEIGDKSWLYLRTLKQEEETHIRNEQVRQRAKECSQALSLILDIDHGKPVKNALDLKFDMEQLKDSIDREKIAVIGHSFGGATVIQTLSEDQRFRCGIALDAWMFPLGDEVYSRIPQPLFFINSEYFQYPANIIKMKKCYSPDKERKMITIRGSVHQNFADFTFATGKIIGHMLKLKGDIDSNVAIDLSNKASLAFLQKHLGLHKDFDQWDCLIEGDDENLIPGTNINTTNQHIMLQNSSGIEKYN
PAFAH2 FP inh: PAFAH2 (human) inhibition; recombinant PAFAH2, FP-rhodamine activity probe, fluorescence polarization; inhibition, % at 3.39 µM; hit rate 0.99% among 340,000; AID 492956;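 active = inhibition above the mean over all tested compounds plus 3 SD, cut at about 30% in these data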;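 note: inhibitors block probe labeling of enzyme so polarization drops; 0% = enzyme with DMSO and 100% = wells lacking PAFAH2 protein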
PAFAH1B3 FP inh: blocks human PAF acetylhydrolase 1B catalytic subunit 3 | Q15102 | hit rate 0.28% among 340,000 | inhibition, % at 3.39 µM | AID 492972 | recombinant PAFAH1B3, FP-rhodamine probe, fluorescence polarization;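 active = inhibition above the screen-wide average of all tested compounds plus 3 SD, cut at about 25% in these data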;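 note: 0% = enzyme with DMSO only and 100% = wells lacking PAFAH1B3 protein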
GSTO1 counter: counter-screen for RBBP9 inhibitors: inhibitors of human GSTO1. hit rate 1.1% among 300,000. P78417. inhibition, % at 5.96 µM. recombinant GSTO1, activity-based probe fluorescence polarization;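 active = inhibition above the campaign mean inhibition plus 3 SD, cut at about 35% in these data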;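 note: 0% = GSTO1-1 with DMSO and 100% = wells lacking GSTO1-1 enzyme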
LYPLA2 inh: blocks human lysophospholipase 2, a PME1 counter-screen | O95372 | recombinant LYPLA2, FP-Rh probe fluorescence polarization | inhibition, % at 5.9 µM | hit rate 0.38% among 320,000 | AID 2177;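 active = inhibition above the screen-wide mean plus 3 SD, limit set per campaign, cut at about 26% in these data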;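 note: 0% = LYPLA2 with DMSO and 100% = wells lacking LYPLA2 enzyme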
* = called active by the depositor; . = no result given.

SMILES	PME-1 inh	PAFAH1B2 inh	LYPLA1 counter	PAD4 inh	pPAFAH inh	PAFAH2 FP inh	PAFAH1B3 FP inh	GSTO1 counter	LYPLA2 inh
O=C(CCn1c(=O)oc2ccccc21)NC1=NCCS1	3	4	4	-1	-1	1	4	-2	9
COc1ccccc1CN1CCN(C(c2ccccc2)c2ccccc2)CC1	-2	5	0	-10	-2	0	1	-5	1
COc1ccccc1-c1nc2ccccc2c(=O)n1NC(=O)c1cccs1	6	6	-3	4	-11	-2	4	-7	5
CCc1cc2c(=O)nc3n(c2s1)Cc1ccccc1/C3=C(/O)c1ccc(F)cc1	-3	-5	1	-4	0	12	2	-4	-2
Cc1[nH]c(=O)[nH]c(=O)c1S(=O)(=O)Nc1ccc(Oc2ccccc2)cc1	-2	1	2	-6	3	3	4	-9	8
Cc1nn(CCCC(=O)Nc2sc3c(c2C#N)CCC3)c(C)c1[N+](=O)[O-]	3	5	-2	3	-6	6	5	-1	-6
O=C(NC1CC1)c1c[nH]c2ccc(S(=O)(=O)Nc3cccc(C(F)(F)F)c3)cc2c1=O	-1	-1	14*	-1	9	0	0	-4	-8
c1ccc2c(NCCc3c[nH]c4ccccc34)c3ccccc3nc2c1	-81	-4	6	0	-1	3	8	5	4
CN(Cc1ccccc1)c1ccc(C(=O)O)cc1[N+](=O)[O-]	-2	10	-3	-1	1	8	9	0	-4
COc1ccc(N2CCN(C(=O)c3cc(C)on3)CC2)cc1	-10	3	3	-1	-9	8	14	11	3
Cc1cc(C)c2c(=O)[nH]c(SCC(=O)c3ccc(C(C)C)cc3)nc2n1	-13	3	-1	-2	-2	8	0	5	-4
O=C(CSCc1cc(=O)[nH][nH]1)Nc1ccc(F)cc1	0	7	0	-4	5	8	15	7	-2
CCCCCC(=O)NC(=S)NC1C2CC3CC(C2)CC1C3 (stereo not given)	-2	0	-4	1	5	3	5	7	-6
Cc1cccc(C)c1NS(=O)(=O)c1ccc2c(c1)C(=O)c1ccccc1C2=O	8	1	-4	0	10	5	-2	-1	-1
CCCc1nc(SCC(=O)Nc2nnc(CC)s2)c2c(=O)n(C)c(=O)n(C)c2n1	1	4	-6	0	-5	1	3	21	-5
COc1ccc(C2=NS(=O)(=O)N(C)C(C(=O)NCc3ccc(F)cc3)=C2)cc1OC	5	2	-2	1	7	5	0	-1	-5
CC(=O)c1cccc(NC(=O)NC2CC3CCCC(C2)N3CC(C)C)c1 (stereo not given)	0	0	-7	-5	5	1	5	-1	-6
COCCNC(=O)c1cccc(C)c1[N+](=O)[O-]	-3	8	6	-1	6	4	3	1	1
COc1ccc(N(CC(=O)N2CCOCC2)S(C)(=O)=O)cc1	-2	-2	2	-2	5	-1	-1	3	3
CCC1(CC)NC(=S)N(Nc2ccccc2)C1=O	-3	3	1	-7	-6	-9	1	1	-3
O=C(CCOc1ccccc1)Nc1ccccc1F	-2	-1	1	-2	6	-3	-2	3	-2
COC(=O)CN1C(=O)COc2ccc(S(=O)(=O)N3CCCCCC3)cc21	-11	0	-1	1	1	7	6	2	4
COc1ccc(C(=O)N2CC3(C)CC2CC(C)(C)C3)cc1OC (stereo not given)	-5	11	-3	2	2	10	6	0	-5
Cn1c(CN2CCCCC2)nc2cc(NC(=O)c3cccc(Br)c3)ccc21	-2	2	-3	4	5	0	0	-2	6
CCn1cnc2scc(-c3ccc(OC)cc3)c2c1=O	-9	-3	1	1	0	3	-2	2	-2
CC1CCCN(CCOCCSc2ccccc2)C1 (stereo not given)	-5	2	4	1	5	2	-2	7	3
CCc1ccc(OCC(=O)N/N=C/c2cc([N+](=O)[O-])ccc2N2CCCCCC2)cc1	5	-5	-5	0	6	-13	-4	3	-3
CCCS(=O)(=O)N1CCC(C(=O)NCCCOC)CC1	0	6	1	-1	7	6	4	2	4
COc1cccc(OCCCCCCN2CCOCC2)c1	-5	3	2	-3	2	9	-1	4	-1
CCCCCCC(=O)N=Nc1c(O)[nH]c2ccc([N+](=O)[O-])cc12	-4	1	2	-2	6	-2	8	4	7
CCN(C(=O)COC(=O)c1cc(S(=O)(=O)N2CCc3ccccc32)ccc1OC)C1CCS(=O)(=O)C1 (stereo not given)	8	13	6	-2	6	11	4	-8	1
CN1C(=O)CSc2ccc(C(=O)O)cc21	-10	4	2	6	-4	-1	9	12	3
CC(=O)Nc1ccc(Oc2cc(C#N)c(C#N)cc2N2CCOCC2)cc1	3	2	-4	0	-2	1	4	-4	8
CCC(C)N(C(=O)CCC(=O)Nc1cc(C)on1)C(C(=O)NC(C)(C)C)c1ccccc1Cl (stereo not given)	1	7	1	5	5	0	2	21	0
CSc1nc2ccccc2c(=O)n1C1CCOC(C)(C)C1 (stereo not given)	6	4	-2	-1	8	-3	0	-2	1
Fc1ccc(-[n+]2nc(Nc3ccccc3)sc2-c2cccc(Cl)c2Cl)cc1	0	-1	-2	3	-3	4	8	-2	2
COC/C=C/C1=CC2=CC(=O)C(C)(OC(=O)c3cnc4ccccc4n3)C(=O)C2=CN1C(CO)CO (stereo not given)	-4	1	0	-9	8	-6	9	16	2
C#CCNC(=O)C1=C[C@H](c2cn(C(C)=O)c3ccccc23)[C@@H](CCCO)[C@H](OCC)O1	6	-3	-3	2	4	1	-1	-2	-3
COc1ccc(CNC(=O)C2CCN(S(=O)(=O)c3ccc4c(c3)N(C(C)=O)CCO4)CC2)cc1	3	-2	-1	-11	4	7	4	8	5
CCOC(=O)CSc1nnc(CNC(=O)c2ccc([N+](=O)[O-])cc2)n1C	2	-2	0	2	5	-4	-1	-5	3
COc1cc(/C=C/C(=O)OCC(=O)N2c3ccccc3CC2C)cc(OC)c1OC (stereo not given)	5	1	-2	1	6	10	-2	.	2
O=C(N/N=C/c1cccc(Cl)c1)C1CCCC1	8	2	3	-3	1	-2	5	-1	4
CCCCNC(=O)CCn1c(=S)[nH]c2cc3c(cc2c1=O)OCO3	2	5	-2	0	-1	-8	1	4	-10
COCc1ccc([C@@H]2C[C@H]3CN(Cc4cccnc4)C(=O)[C@]34CCCN24)o1	0	3	0	-3	-1	4	-2	-1	-2
O=C(CCN1N=C(c2ccccc2)CCC1=O)NCCCN1CCOCC1	0	2	1	-3	4	-8	-2	0	-1
CCOc1c2ccc(C(=O)NCCCCc3ccccc3)cc2nn1CC	-2	7	-2	1	2	-3	0	2	-1
Cc1cc(C(=O)CSc2nnc(-c3cccnc3)n2-c2ccccc2F)c(C)n1C	5	10	1	4	1	5	8	6	4
CCCOc1ccc(C(=O)NNC(=S)NC(=O)c2ccccc2)cc1	4	5	2	-8	7	9	5	-5	7
CCCCN(C(=O)c1[nH]c(C)c(C(C)=O)c1C)c1c(N)n(CCCC)c(=O)[nH]c1=O	0	7	6	-3	7	3	6	7	4
CS(=O)(=O)c1ccccc1C(=O)Nc1nc2ccccc2[nH]1	3	-1	0	-2	-6	-1	3	8	-2
COc1ccc(CCC(=O)NNC(=O)c2cc(Cl)ccc2OC)cc1	-6	1	-4	2	7	-6	-2	8	-1
COc1ccccc1/C=C1\SC(=S)N(CC(=O)NC2CCS(=O)(=O)C2)C1=O (stereo not given)	-2	5	4	2	3	5	11	-6	6
O=C(COc1ccc(Cl)cc1)NNC(=O)c1ccc(=O)[nH]c1	.	6	.	3	6	1	3	.	.
CS(=O)(=O)c1ccc(C(=O)Nc2cc(-c3ccccc3)nn2-c2ccccc2)cc1	-5	2	-4	-2	2	3	4	-8	-4
S=c1[nH]nc(COc2ccc(Cl)cc2)n1Cc1ccco1	-8	0	-3	-3	3	-3	0	13	0
CCOC(=O)C(NC(C)=O)(Nc1ccc(S(=O)(=O)Nc2ccncn2)cc1)C(F)(F)F (stereo not given)	0	5	-1	0	2	-4	4	6	-2
COc1ccc(C)cc1NC(=O)c1cccc(C(=O)Nc2cc(C)ccc2OC)c1	2	-6	-6	-1	2	-8	0	-1	-3
O=C(CN1CCN(c2ncccn2)CC1)N1CCCC1	-3	4	0	-3	2	-2	0	-5	6
COc1cc2c(cc1OC)C(=O)Cc1ccc3c(c1CN(C)CC2)OCO3	-3	3	4	1	7	7	0	-7	5
CCOC(=O)[C@H]1[C@H]2COc3cc(OC)ccc3[C@@H]2N2C(=O)N(c3cccc(Cl)c3)C(=O)[C@@]12C	-3	1	-2	0	-7	3	4	2	-2
Continuation:
SMILES	PME-1 inh	PAFAH1B2 inh	LYPLA1 counter	PAD4 inh	pPAFAH inh	PAFAH2 FP inh	PAFAH1B3 FP inh	GSTO1 counter	LYPLA2 inh
CCC(C)(C)NC(=O)C(OC(=O)c1ccco1)c1ccccc1F (stereo not given)	-1	2	-2	-3	-1	0	-3	3	1
O=C(Nc1ccccc1)C1=C[C@H](C2CC2)C[C@H](OCCCCO)O1	4	7	-1	-7	-4	1	5	0	2
Cc1cc(C)c2c(CN3CCN(C/C=C/c4ccccc4)CC3)cc(=O)oc2c1	0	0	3	1	3	4	1	-4	1
O=C(CNc1cccc(S(=O)(=O)N2CCOCC2)c1)Nc1cccc(Br)c1	5	3	0	-2	4	-2	8	-12	-8
O=C1CCC(C(=O)Nc2cccc(S(=O)(=O)Nc3ccccc3F)c2)=NN1	.	7	.	0	6	1	3	.	.
Cc1ccc(NC(=O)CSCc2cc(=O)n3ccsc3n2)cc1	0	-3	0	0	1	8	3	-1	-1
Cc1ccc(-c2nc(CSc3nc4ccccc4c(=O)n3CCO)cs2)cc1	-9	-3	-7	-6	1	-8	-4	-2	-7
Cc1cccc(NC(=S)N(Cc2cccc(Br)c2)CC2CCC(C(=O)O)CC2)c1 (stereo not given)	-3	7	-2	-2	-1	3	7	4	-1
O=C(Cn1cnc([N+](=O)[O-])c1)c1ccc(F)cc1	0	0	-2	3	4	-1	-1	8	-2
CCN(CC(=O)Nc1cc(Cl)cc(Cl)c1)CC(=O)NC1CCS(=O)(=O)C1 (stereo not given)	.	6	.	-1	4	3	6	.	.
O=C(O)c1ccc(-n2c(-c3ccc(Br)cc3)n[nH]c2=S)cc1	-11	6	-1	-7	-12	3	-2	2	-12
CCN1C(=O)c2ccccc2Sc2ccc(C(=O)NC(C)C)cc21	-12	9	0	-6	6	1	8	1	1
O=C(CCNS(=O)(=O)c1ccc(Br)cc1)NC1CCCCC1	-3	14	0	-3	-6	-4	3	6	-2
CCCCNC(=S)Nc1ccc(Cl)cc1	0	5	2	-1	2	7	9	1	5
O=C(Cn1nnc(-c2ccccc2)n1)NNC(=O)c1ccc(Br)cc1	1	6	0	2	2	6	5	2	-3
N#Cc1ccsc1NC(=O)CN(Cc1ccccc1)Cc1ccccc1	3	10	-3	1	1	-2	1	-8	0
CCN1CCN(C(=O)c2[nH]c3ccc(OC)cc3c2C)CC1	8	6	8	-9	-3	0	6	-6	-6
Cc1ccc(C)c(OCCC(=O)OCC(=O)Nc2cccnc2Cl)c1	5	-6	0	1	8	-5	6	5	5
Cc1ccc(S(=O)(=O)NC(CC(C)C)C(=O)N2CCN(C/C=C/c3ccccc3)CC2)cc1 (stereo not given)	-5	1	-1	-1	-2	-5	2	.	-1
O=C(Nc1cc(Cl)ccc1N1CCOCC1)c1ccc(=O)[nH]c1	.	-4	.	1	2	-3	2	.	.

2 entries from above in another layout:
Values run as follows: PME-1 inh, PAFAH1B2 inh, LYPLA1 counter, PAD4 inh, pPAFAH inh, PAFAH2 FP inh, PAFAH1B3 FP inh, GSTO1 counter, LYPLA2 inh
> N#Cc1ccsc1NC(=O)CN(Cc1ccccc1)Cc1ccccc1
→ 3, 10, -3, 1, 1, -2, 1, -8, 0
> Cc1cc(C)c2c(CN3CCN(C/C=C/c4ccccc4)CC3)cc(=O)oc2c1
→ 0, 0, 3, 1, 3, 4, 1, -4, 1

Some of the compounds tested; rates above refer to the full screens.
